Arr AP2 block – inhibitors of beta-arrestin/AP2 binding, primary screen, biochemical, GPCR trafficking, flow cytometry; 0.31% of 340,000 active; FITC-arrestin peptide / GST-AP2 beads; AP2 beta2 appendage carries R879A mutation; beta-arrestin 1 C-terminal peptide binding to AP2 beta2-adaptin appendage (human); inhibition, % at 10 µM;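 active = inhibition above a set limit, near 3 SD of compounds lacking own fluorescence, cut at about 54% in these data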;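 note: plate controls were DMSO wells for no effect and 5 µM unlabelled arrestin peptide for full effect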
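Test system: GST-tagged AP2 beta2-adaptin appendage (R879A) on 4 µm glutathione beads; also added: fluorescein-tagged arrestin peptide at 50 nM final; timing: 12 min plus 1 h, RT; signal: flow cytometry, FL1 (488/535 nm); read-out: percent drop in bead-associated FITC signal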
RTF Ca sens inh – cardiac RTF calcium sensitivity inhibitors, primary screen, biochemical, IANBD-TnC fluorescence, EC70 calcium. IANBD-labeled cardiac RTF, Ca2+ fluorescence. Troponin I, cardiac muscle (Homo sapiens) + Troponin T, cardiac muscle (Homo sapiens) + …. inhibition, % at 7.15 µM. AID 493244, 2011. 0.12% of 340,000 active;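 active = inhibition above the mean inhibition of all tested compounds plus 3 SD, cut at about 17% in these data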;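 note: assay run at fixed EC70 calcium of 1.6 mM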
DAGLB inh – DAGLB lipase inhibitors, primary screen, biochemical, fluorescence, HTS; Diacylglycerol lipase-beta (Homo sapiens), Q8NCG7; HEK293T DAGLB membrane lysate, EnzChek fluorogenic substrate; inhibition, % at 5.17 µM; 0.059% of 340,000 active; in the data active = inhibition above about 34%;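 note: 0% = enzyme with vehicle and 100% = wells lacking enzyme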
PvdQ inh – P. aeruginosa PvdQ acylase inhibitors, primary screen, biochemical, fluorescence, plate reader and imaging, single point; PvdQ acylase [Pseudomonas aeruginosa LESB58]; purified PvdQ acylase; inhibition, % at 10 µM; 0.063% of 340,000 active; AID 488965, 2010; in the data active = inhibition above about 30%, passing the limit was not always enough;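 note: 0% = vehicle neutral wells and 100% = reference inhibitor wells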
NSD2 inh – NSD2 histone methyltransferase inhibitors, primary screen, biochemical, AlphaScreen, single concentration, set 2. NSD2 peptide methylation, 120 min. inhibition, % at 12.5 µM. AID 743445, 2014. 0.54% of 310,000 active; in the data active = inhibition above about 50%
PKA-R2B act – activators of PKA-R2B holoenzyme, primary screen, biochemical, fluorescence polarization, Cy5-IP20, human. cAMP-dependent protein kinase catalytic subunit beta (Homo sapiens) + cAMP-dependent …. PKA-R2B holoenzyme dissociation; R2B truncated from residue 108, S112A mutant; 0% DMSO only, 100% 113 µM cGMP. activation, % at 11.4 µM. 0.079% of 340,000 active. AID 504700, 2011;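 active = activation above a cutoff set at the mean over all compounds plus 3 SD, cut at about 18% in these data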;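 note: higher means more holoenzyme dissociation and a rise in polarization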
Target sequence (P31323 whole entry, looked up, other chains not shown, the tested form may be a part): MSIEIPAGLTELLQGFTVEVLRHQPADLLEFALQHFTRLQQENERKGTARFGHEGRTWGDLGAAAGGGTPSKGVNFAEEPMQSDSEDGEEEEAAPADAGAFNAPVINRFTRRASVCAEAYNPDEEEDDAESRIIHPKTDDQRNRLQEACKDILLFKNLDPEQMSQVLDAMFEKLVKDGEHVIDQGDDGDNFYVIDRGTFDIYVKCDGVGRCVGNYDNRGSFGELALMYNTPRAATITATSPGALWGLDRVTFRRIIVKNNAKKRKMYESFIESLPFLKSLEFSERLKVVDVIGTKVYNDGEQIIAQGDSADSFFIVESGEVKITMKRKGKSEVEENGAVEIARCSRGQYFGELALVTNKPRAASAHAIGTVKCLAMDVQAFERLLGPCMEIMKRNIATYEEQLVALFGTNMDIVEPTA
Keap1 Nrf2 FP – Keap1-Nrf2 protein-protein interaction inhibitors, primary screen, biochemical, fluorescence polarization, single point; inhibition, % at 9.4 µM; Keap1 Kelch-Nrf2 peptide fluorescence polarization, 1536-well; AID 504523, 2011; 0.15% of 340,000 active; Kelch-like ECH-associated protein 1 (Homo sapiens), Q14145; in the data active = inhibition above about 12%;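 note: human Keap1 Kelch domain with fluorescein labeled Nrf2 9mer peptide probe; 0% = neutral control wells and 100% = peptide positive control; higher means more block of Keap1 binding to Nrf2 peptide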
Target sequence (Q14145 whole entry, looked up, the tested form may be a part): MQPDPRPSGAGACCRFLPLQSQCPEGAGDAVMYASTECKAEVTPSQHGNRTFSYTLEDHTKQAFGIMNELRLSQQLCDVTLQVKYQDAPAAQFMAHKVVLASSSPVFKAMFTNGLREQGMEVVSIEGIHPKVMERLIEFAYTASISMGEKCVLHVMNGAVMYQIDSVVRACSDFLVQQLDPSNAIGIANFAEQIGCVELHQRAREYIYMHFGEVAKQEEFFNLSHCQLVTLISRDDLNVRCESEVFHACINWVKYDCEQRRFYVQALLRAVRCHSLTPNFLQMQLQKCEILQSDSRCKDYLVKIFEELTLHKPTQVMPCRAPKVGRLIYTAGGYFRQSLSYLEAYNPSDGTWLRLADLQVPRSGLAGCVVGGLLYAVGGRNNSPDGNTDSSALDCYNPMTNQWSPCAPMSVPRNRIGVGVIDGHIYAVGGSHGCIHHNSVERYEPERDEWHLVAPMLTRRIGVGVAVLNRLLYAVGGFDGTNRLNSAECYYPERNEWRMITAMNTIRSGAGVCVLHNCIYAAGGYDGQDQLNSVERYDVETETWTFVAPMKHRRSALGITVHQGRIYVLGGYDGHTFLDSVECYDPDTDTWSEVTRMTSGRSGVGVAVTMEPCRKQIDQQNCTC
SR-BI DiI inh – inhibitors of SR-BI mediated HDL lipid uptake, primary screen, ldlA[mSR-BI] cells, fluorescence, single point; ldlA[mSR-BI] CHO cells, DiI-HDL uptake fluorescence, 3 h; inhibition, % at 12.5 µM; 0.96% of 320,000 active;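 active = mean replicate inhibition of at least 70% and a set share of replicates each scoring 70 or more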;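 note: 0% = median of neutral control wells and 100% = median of positive control wells; values of inactives mirror those of a sister screen read the other way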
SR-BI uptake up – activators of SR-BI mediated DiI-HDL uptake, primary screen, ldlA[mSR-BI] CHO cells, DiI fluorescence | 3 h; 100 = double the neutral-control signal | AID 504775, 2011 | activation, % at 12.5 µM | 0.096% of 320,000 active;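 active = mean replicate activation of at least 60% and every replicate at or above 60%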;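 note: 0% = median plate neutral-control signal and 100% = twice that signal; values of inactives mirror those of a sister screen read the other way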
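System: LDL receptor-deficient CHO ldlA cells overexpressing murine SR-BI | Timing: 3 h uptake period with compound, 37 °C | Medium: HEPES-buffered (25 mM, pH 7.4) F12 plus 0.5% BSA | Dosing: Single-point compound dose | Signal: Bottom-read fluorescence, 550/595 nm | Read-out: Retained DiI signal reflecting DiI-HDL uptake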
C-LANA FP – inhibitors of KSHV C-LANA binding to DNA, primary screen, biochemical, fluorescence polarization, FAM-LBS DNA, MBP-C-LANA, single point; Kaposi's sarcoma herpesvirus LANA C-terminal domain (residues 932-1162) DNA binding; inhibition, % at 9 µM; 0.078% of 340,000 active;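 active = highest replicate inhibition at or above 60% at 9 µM, even if other replicates fall short; inactive = all replicates below 60% inhibition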;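 note: 0% = neutral control wells and 100% = 4 µM acridine orange control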
The depositor's hits bear a star; nt = not tested or not shown.

SMILES	Arr AP2 block	RTF Ca sens inh	DAGLB inh	PvdQ inh	NSD2 inh	PKA-R2B act	Keap1 Nrf2 FP	SR-BI DiI inh	SR-BI uptake up	C-LANA FP
Cc1ccccc1CN1C[C@@H]2C[C@@H](c3cnc(N4CCOCC4)s3)N3CCC[C@@]23C1=O	6	2	1	-7	2	4	2	-15	15	2.1
CCc1ccc(NC(=O)C(=O)c2cn(CC(=O)N3CCCCC3)c3ccccc23)cc1	19	7	-8	6	0	-13	-2	31	-31	5.7
O=C1C=C(c2ccc(O)cc2)C[C@@H](c2ccc3c(c2)OCO3)C1	6	-2	-6	-4	nt	-3	-2	4	-4	1.4
COc1ccc(C)cc1S(=O)(=O)N(CC(=O)N1CCOCC1)Cc1ccccc1	8	-3	0	-7	30	-10	2	-18	18	2.5
CCOC(=O)CN1C(=O)/C(=C/c2ccc(Cl)cc2)Oc2ccccc21	12	1	-5	-10	-4	-4	-2	45	-45	0.5
NNC(=S)NCc1cccnc1	-9	-3	2	-14	-4	1	0	-21	21	0.3
O=C(Cn1cc(SCc2ccc(F)cc2)c2ccccc21)N1CCOCC1	-3	-3	-3	1	0	9	-2	24	-24	1.7
[S-]C(=Nc1ccc(Cl)cc1)N[n+]1ccccc1	-7	6	0	-11	0	10	3	-20	20	-0.2
CCc1nc2ccc(Cc3ccc4nc(CC)[nH]c4c3)cc2[nH]1	10	-5	-8	-12	-1	4	-6	-4	4	-3.1
CCCn1c(-c2cccs2)nc2ccccc21	10	4	-1	-2	1	2	1	32	-32	-1.5
CCCCN(CC)Cc1ccc(CNC(=O)Nc2ccccc2)o1	28	-6	-2	-2	5	-15	3	-25	25	0.5
COc1ccc(Cl)cc1NC(=O)NCCN1CCNC1=O	60*	-2	-2	5	-1	-5	7	nt	nt	8.4
CCN(CC)S(=O)(=O)c1ccc2[nH]c(=O)cc(C(=O)Nc3ccccc3N3CCCC3)c2c1	-2	-7	3	7	2	-7	0	-7	7	0.5
CNc1cc(CSC)nc(SCc2ccc(Cl)c(Cl)c2)n1	1	-8	-4	-9	-1	-7	2	17	-17	-3.0
CCC(C)(C)C1CCC2(CC1)NC(=O)N(CC(=O)N(C)CCOc1ccc(Cl)cc1)C2=O (centres undefined)	-11	-1	0	-16	1	-12	-3	53	-53	0.3
CCOc1ccc(-n2cnnn2)cc1S(=O)(=O)N1CCCCC1	-20	-5	1	-13	-6	1	-9	2	-2	-0.5
CCN1CCN(C(=O)CNC(=O)c2nn(-c3ccc(OC)cc3)c(=O)c3ccccc23)CC1	29	-3	0	-4	4	-8	3	nt	nt	0.2
COc1ccc(C(CNC(=O)c2cccc(S(=O)(=O)N3CCc4ccccc43)c2)N(C)C)cc1 (centres undefined)	24	3	2	6	-4	-3	-2	25	-25	-0.6
Cc1cccc(/C=N/n2c(-c3ccccc3)n[nH]c2=S)c1O	30	0	-2	0	6	-1	0	8	-8	1.4
COc1c(/C=N/NC(=O)c2ccncc2)c(CCN(C)C(C)=O)cc2c1OCO2	14	-1	-1	-15	27	12	-1	-145	145*	1.5
O=[N+]([O-])c1cc(-c2csc(NCCc3nc4cc(C(F)(F)F)ccc4n3CCCO)n2)ccc1Cl	-2	0	4	-10	nt	-12	-2	30	-30	-0.5
CC(C)c1ccc(CN2CC(C(=O)Nc3ccccc3)CC2=O)cc1 (centres undefined)	13	6	-2	-6	1	-3	0	-31	31	-1.2
CC(=O)Nc1ccc(NC(=O)CSc2nnc(-c3cc4ccccc4o3)n2C)cc1	36	5	-3	1	-4	9	2	nt	nt	-0.9
O=C(N=C1SCC(=O)N1c1ccccc1Cl)c1ccco1	9	-3	-2	-15	2	1	-3	20	-20	-0.6
Cn1cncc1C#Cc1ccc2c(=O)c3ccccc3oc2c1	26	7	-7	3	nt	0	2	29	-29	-0.3

As entered above:
`CC(C)c1ccc(CN2CC(C(=O)Nc3ccccc3)CC2=O)cc1` (centres undefined) – RTF Ca sens inh: 6
`CCOc1ccc(-n2cnnn2)cc1S(=O)(=O)N1CCCCC1` – Arr AP2 block: -20

Among those listed so far, these have fluorine.
SMILES	Arr AP2 block	RTF Ca sens inh	DAGLB inh	PvdQ inh	NSD2 inh	PKA-R2B act	Keap1 Nrf2 FP	SR-BI DiI inh	SR-BI uptake up	C-LANA FP
O=C(Cn1cc(SCc2ccc(F)cc2)c2ccccc21)N1CCOCC1	-3	-3	-3	1	0	9	-2	24	-24	1.7
O=[N+]([O-])c1cc(-c2csc(NCCc3nc4cc(C(F)(F)F)ccc4n3CCCO)n2)ccc1Cl	-2	0	4	-10	nt	-12	-2	30	-30	-0.5

The list continues:
SMILES	Arr AP2 block	RTF Ca sens inh	DAGLB inh	PvdQ inh	NSD2 inh	PKA-R2B act	Keap1 Nrf2 FP	SR-BI DiI inh	SR-BI uptake up	C-LANA FP
COC(=O)c1c(NC(=O)C2CC2)sc2c1CCCC2	22	-4	-4	-11	nt	-2	4	23	-23	-0.6
COC(=O)c1ccc(NS(=O)(=O)N(C)C)cc1	22	-13	-2	7	-1	-6	3	-3	3	-0.7
Cc1ccc(S(=O)(=O)NNC(=O)Nc2ccc(C)c(C)c2)c(C)c1	-7	-5	-3	-8	2	1	3	6	nt	0.0
O=C(Nc1ccccc1N1CCCCC1)c1ccc(OC(F)F)cc1	23	-9	-18	-10	7	-4	2	46	-46	-0.8
CCN(CC(=O)NCc1ccc(Cl)cc1)C(=O)/C=C/c1ccco1	9	-1	-2	-4	0	3	0	-17	17	0.1
COc1ccc(Nc2nnc(C)c3ccccc23)cc1C(N)=O	6	-3	2	-5	0	1	0	-24	24	0.5
COc1ccc(C=CC(=O)C=CC=Cc2ccccc2)cc1	7	-7	1	3	2	-4	-3	4	-4	0.6
CCc1nc2ccccc2n1Cc1ccc(F)cc1	-12	-5	-1	-4	nt	-7	1	-1	1	-0.2
CCc1ccc2c(c1)/C(=N/N(C)C(=S)NC)C(=O)N2	-5	10	-1	-3	10	11	1	-8	8	0.4
O=C(c1cc2nc(-c3ccco3)cc(C(F)(F)F)n2n1)N1CCN(c2ccc(F)cc2)CC1	-43	1	1	0	-1	-2	3	41	-41	1.3
COc1ccc(C2C(C(=O)Nc3ccc(OC)c(OC)c3)c3ccccc3C(=O)N2C)cc1 (centres undefined)	47	3	-2	9	3	-2	0	8	-8	1.2
CC(NC(=O)C12CC3CC(CC(C3)C1)C2)c1ccc2c(c1)OCCO2 (centres undefined)	-9	-4	-2	-4	-3	-3	-3	-31	31	0.0
O=C(Cc1ccccc1)NCC(=O)N/N=C/c1ccc(Cl)cc1	13	1	-1	7	-2	2	-5	5	-5	3.3
CCCc1nnc(NC(=O)CCC(=O)N2CCN(Cc3ccc(C)cc3C)CC2)s1	-16	-3	11	-11	6	3	3	33	-33	0.7
CC(=O)c1ccc(-n2cc(-c3ccc(C(C)(C)C)cc3)[n+]3c2SCCC3)cc1	5	-11	1	-1	6	0	-1	16	-16	0.5
CCN(CC)CCN(C(=O)c1cc2ccccc2cc1OC)c1nc2ccc(OC)cc2s1	4	-1	-7	-12	4	4	-6	0	0	-2.8
CC(NS(=O)(=O)c1ccc2c(c1)C(=O)c1cc(S(=O)(=O)NC(C)C(=O)O)ccc1-2)C(=O)O (centres undefined)	-9	1	1	-6	-4	-5	3	2	-2	3.6
Cc1cccc2sc(NC(=O)Cn3c(C)csc3=O)nc12	-3	-14	3	-3	1	3	-7	16	-16	0.0
COc1cc(OC)c2ccc(=O)oc2c1C(CC(=O)N1CCOCC1)c1ccc2c(c1)OCO2 (centres undefined)	-6	3	2	-18	nt	-11	1	-6	6	1.9
CCCCNC(=O)C(C)N(CCN(C)C)C(=O)CCCN1C(=O)NC(c2ccc([N+](=O)[O-])cc2)C(C(=O)OCc2ccccc2)=C1C (centres undefined)	24	-5	2	-7	nt	-2	-5	0	0	1.4
CC(=O)N1N=C(c2ccc(Cl)cc2)CC1c1ccc([N+](=O)[O-])cc1 (centres undefined)	0	-3	-6	6	2	-2	-3	33	-33	-0.5
COC(=O)c1ccc(CSCC(=O)Nc2ccccc2)cc1	-10	-7	-3	-9	-3	-7	-3	-15	15	0.0
CCn1c(CNC(=O)COc2ccc(C(C)C)cc2)nnc1SCC(=O)Nc1ccc(F)cc1	10	-7	5	-11	nt	3	0	2	-2	0.2
CCc1ccc(OCC(=O)NCC(c2ccc(Cl)cc2)N2CCCCC2)cc1 (centres undefined)	22	-5	-15	4	0	3	3	-3	3	-1.9

5 entries from above, sorted by the value under SR-BI uptake up, ascending:
SMILES	Arr AP2 block	RTF Ca sens inh	DAGLB inh	PvdQ inh	NSD2 inh	PKA-R2B act	Keap1 Nrf2 FP	SR-BI DiI inh	SR-BI uptake up	C-LANA FP
CCCc1nnc(NC(=O)CCC(=O)N2CCN(Cc3ccc(C)cc3C)CC2)s1	-16	-3	11	-11	6	3	3	33	-33	0.7
COc1ccc(C=CC(=O)C=CC=Cc2ccccc2)cc1	7	-7	1	3	2	-4	-3	4	-4	0.6
CCCCNC(=O)C(C)N(CCN(C)C)C(=O)CCCN1C(=O)NC(c2ccc([N+](=O)[O-])cc2)C(C(=O)OCc2ccccc2)=C1C (centres undefined)	24	-5	2	-7	nt	-2	-5	0	0	1.4
COC(=O)c1ccc(NS(=O)(=O)N(C)C)cc1	22	-13	-2	7	-1	-6	3	-3	3	-0.7
COc1cc(OC)c2ccc(=O)oc2c1C(CC(=O)N1CCOCC1)c1ccc2c(c1)OCO2 (centres undefined)	-6	3	2	-18	nt	-11	1	-6	6	1.9

Screening results: PubChem, several laboratories
